Screens deposited in PubChem BioAssay by several laboratories.
hcDAF-12 act: activates DAF-12 receptor from parasite H. contortus | HEK293 hcDAF-12 lit1-tk-luc reporter, luminescence; 0% DMSO, 100% Δ7-dafachronic acid | activation, % at 6.8 µM | AID 652067 | 370,000 compounds, 1.4% hits;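 active means activation above the mean of all tested compounds plus 3 SD, cut at about 5.5% in these data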;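 further: 100% = response to 3 µM Δ7-dafachronic acid high control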
NR1D1 modulator: Rev-erb alpha (human) modulation. activity, % at 10 µM. 370,000 compounds, 0.79% hits. Rev-erbα–FITC-DNA binding, fluorescence polarization, 90 min. P20393;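 active means activity above about 14%, limit read from the data; passing the limit was not always enough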;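 further: 0% = DMSO wells with 35 nM protein and 100% = DMSO wells with 750 nM protein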
hgDAF12 agonist: hgDAF-12 agonism, primary luciferase screen | activation, % at 6.8 µM | AID 687014 | 370,000 compounds, 1.8% hits | HEK293 GAL4-hgDAF12 UAS-luciferase reporter, agonist luminescence; normalized to butyrate control;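 active means activation above a cutoff set at the mean of all screened compounds plus 3 SD, cut at about 10% in these data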;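 further: 0% = DMSO wells and 100% = sodium butyrate wells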
ADAM17 inh: inhibitors of human ADAM17 | recombinant ADAM17, EDANS/DABCYL FRET peptide cleavage | inhibition, % at 6.95 µM | 370,000 compounds, 0.83% hits | AID 720648;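 active means inhibition above the mean of compounds lying between control limits plus 3 SD, set per campaign, cut at about 8.5% in these data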;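 further: 0% = DMSO-only wells as the low control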
Target sequence (P78536 215-824 limits assumed): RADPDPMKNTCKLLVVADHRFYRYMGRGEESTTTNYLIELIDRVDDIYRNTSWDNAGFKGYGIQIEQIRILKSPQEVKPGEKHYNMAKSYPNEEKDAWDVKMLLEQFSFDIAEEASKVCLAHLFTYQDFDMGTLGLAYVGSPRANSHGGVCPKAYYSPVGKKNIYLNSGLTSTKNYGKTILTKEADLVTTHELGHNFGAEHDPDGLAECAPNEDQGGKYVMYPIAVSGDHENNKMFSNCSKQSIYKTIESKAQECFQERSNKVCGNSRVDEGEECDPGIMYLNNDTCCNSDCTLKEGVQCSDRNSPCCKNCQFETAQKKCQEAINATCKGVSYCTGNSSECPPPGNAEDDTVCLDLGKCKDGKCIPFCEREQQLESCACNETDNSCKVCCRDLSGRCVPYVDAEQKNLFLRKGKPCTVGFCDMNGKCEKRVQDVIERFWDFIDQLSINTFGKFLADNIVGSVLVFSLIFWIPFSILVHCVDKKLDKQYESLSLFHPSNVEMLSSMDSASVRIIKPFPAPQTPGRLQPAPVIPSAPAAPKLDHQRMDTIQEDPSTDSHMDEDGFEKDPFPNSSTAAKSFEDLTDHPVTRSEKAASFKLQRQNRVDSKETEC
ssDAF12 agonist: S. stercoralis DAF-12 activation, primary screen | HEK293 ssDAF-12/GRIP1 lit1-tk-luc reporter, luminescence; % of 3 µM dafachronic acid response | activation, % at 6.8 µM | 370,000 compounds, 1% hits | AID 652126;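 active means activation above the mean over all tested compounds plus 3 SD, cut at about 0.9% in these data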;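 further: 0% = DMSO-only wells and 100% = 3 µM delta7-dafachronic acid wells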
PLCb3 inh: blocks human PLC-beta3 enzyme activity; Purified PLC-beta3, fluorogenic substrate, fluorescence; inhibition, % at 12.2 µM; 370,000 compounds, 0.18% hits; Q01970; in the data active means inhibition above about 11%;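 further: 0% = median of compound wells on plate and 100% = full blocker control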
SMARCA2 activ: activators of SMARCA2 function. MG213 cells, MMTV-luciferase reporter, dexamethasone, overnight. activation, % at 9.1 µM. 370,000 compounds, 1% hits. AID 652017; in the data active means activation above about 7.8%;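 further: 0% = vehicle wells and 100% = reference activator wells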
PLC-gamma1 inh: PLC-gamma1 (human) inhibition, primary screen; P19174; purified PLC-gamma1, fluorogenic substrate, fluorescence; inhibition, % at 12.2 µM; 370,000 compounds, 0.84% hits; in the data active means inhibition above about 9.5%
DAX1 inh-1: inhibitors of human orphan nuclear receptor DAX1 (NR0B1); HEK293 Gal4-DAX1 luciferase reporter, luminescence; inhibition, % at 6.75 µM; 340,000 compounds, 0.99% hits; AID 504766;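 active means inhibition above the mean over all tested compounds plus 3 SD, cut at about 4.2% in these data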;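 further: 0% = DAX1-transfected cells with DMSO and 100% = empty-vector control cells with DMSO; inhibition shows as a rise in luminescence from relieved DAX1 repression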
Target sequence (P51843 207-470 limits assumed): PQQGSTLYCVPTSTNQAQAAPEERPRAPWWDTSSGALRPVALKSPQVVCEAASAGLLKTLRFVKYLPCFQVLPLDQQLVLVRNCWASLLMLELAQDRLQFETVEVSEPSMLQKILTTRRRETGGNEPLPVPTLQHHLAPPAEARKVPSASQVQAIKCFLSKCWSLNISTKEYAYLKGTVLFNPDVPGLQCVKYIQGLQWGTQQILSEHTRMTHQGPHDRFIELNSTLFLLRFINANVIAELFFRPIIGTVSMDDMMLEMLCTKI
DAX1 inh-2: inhibitors of DAX1 repression of SF-1 activated StAR promoter. AID 652010. HEK293T StAR-luciferase reporter, SF-1/DAX-1 repression relief. 370,000 compounds, 1.1% hits. inhibition, % at 6.8 µM;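 active means inhibition above the mean over all tested compounds plus 3 SD, cut at about 3.6% in these data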;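 further: 0% = DAX-1 cells with DMSO and 100% = cells lacking DAX-1 with DMSO; higher inhibition means more luminescence from relief of DAX-1 repression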
MBD2 DNA inh: blocks human MBD2 binding to methylated DNA. Q9UBB5. TR-FRET, MBD2 binding to methylated oligonucleotide. 370,000 compounds, 0.31% hits. inhibition, % at 4.4 µM; in the data active means inhibition above about 13%
Starred values were filed as active, the others as inactive; nt = not tested or not shown.

no.	compound	hcDAF-12 act	NR1D1 modulator	hgDAF12 agonist	ADAM17 inh	ssDAF12 agonist	PLCb3 inh	SMARCA2 activ	PLC-gamma1 inh	DAX1 inh-1	DAX1 inh-2	MBD2 DNA inh
1	CCOC(=O)Cc1csc(NC(=O)c2cc(-c3ccncc3)nc3ccccc23)n1	1.1	4	-2.3	2	-1.3	-5	-1	-4	-1.4	-1.4	-2
2	CN(C[C@H](Cc1ccccc1)N(C[C@H](Cc1ccccc1)N(CCc1cc(C(F)(F)F)cc(C(F)(F)F)c1)N=O)N=O)N=O	-1.4	1	4.4	3	-1.5	4	2	2	1.8	-0.1	-4
3	CC(NC(=O)/C(=C\c1ccco1)NC(=O)c1ccccc1Br)C(=O)O (stereo not given)	0.5	5	-0.4	-2	-0.8	-3	1	-4	-1.1	-0.2	-3
4	Cc1cc(-c2ccc(C(C)C)c(S(=O)(=O)N3CCC(C)CC3)c2)on1	-1.6	-1	1.2	2	-1.5	-11	-2	-4	0.4	-0.1	0
5	Cc1[nH]c2ccccc2c1C(c1ccncc1)N1CCN(c2ccc(F)cc2)CC1 (stereo not given)	-1.3	0	-4.0	0	-0.6	2	-3	4	-1.8	0.1	-1
6	COc1ccc(Br)cc1CNc1ccc2[nH]c(=O)[nH]c2c1	-1.1	1	-1.5	-20	-1.9	-5	-2	-4	-1.5	-0.4	-5
7	COc1ccc(S(=O)(=O)N2CCN(CCOc3ccc(Br)cc3)CC2)cc1OC	-4.8	-4	-8.9	6	-2.3	-12	-5	11*	-1.1	-6.9	5
8	COc1ccc(CCNC(=O)CCc2ccc(S(=O)(=O)NCC(C)C)cc2)cc1OC	-0.5	-7	-3.4	5	-1.0	-1	-3	9	-2.7	0.6	2
9	CC1(C)Cc2c(sc(/N=C/N3CCCCCC3)c2C#N)C(C)(C)N1	-0.1	-1	1.1	0	-1.5	3	-1	1	-0.3	0.3	-4
10	CC(C)CC(=O)N(Cc1ccc(F)cc1)C1CCS(=O)(=O)C1 (stereo not given)	-0.5	4	0.1	-2	-1.3	-1	2	-2	2.3	-0.3	-2
11	CCC(C)NC(=O)/C=C1\Sc2ccccc2NC1=O (stereo not given)	1.6	-1	1.0	-5	-1.5	-50	6	-51	0.9	0.5	3
12	CCn1c(SCC(=O)Nc2ccc(C(=O)OC)cc2)nnc1-c1cccs1	-1.0	6	-1.5	-8	-0.9	0	-2	-2	1.5	-0.3	1
13	CCOC(=O)Cn1cnc2c(cnn2-c2ccccc2)c1=O	-0.1	-4	2.3	0	-0.8	-6	1	1	1.3	0.3	-5
14	CCOc1cc(C)c(C(C)C)cc1S(=O)(=O)NCc1ccccn1	-0.6	-2	-0.1	-1	-1.7	3	-4	1	0.2	-0.4	-2
15	Cc1nc(SCC(=O)NC2CCS(=O)(=O)C2)c2c3c(sc2n1)CCCC3 (stereo not given)	2.3	-5	0.5	-3	-0.4	-9	0	1	0.8	-1.1	0
16	CCOC(=O)Nc1ccc(OC)cc1S(=O)(=O)N1CCCCC1	-1.2	-4	0.2	-2	-1.1	-1	-2	-2	1.8	0.2	-2
17	OC(c1ccccc1)(c1ccccc1)C1CCN(CCCOc2ccc(C(F)(F)F)cc2)CC1	-0.7	2	1.5	11*	-1.3	1	-8	3	nt	1.1	-1
18	COc1ccccc1NC(=O)N(Cc1ccc2c(c1)OCO2)Cc1nc2ccccc2c(=O)[nH]1	-1.1	1	-2.7	1	-1.1	0	4	2	1.3	-0.5	1
19	CC(C)c1ccc(N2CC(C(=O)Nc3nccs3)CC2=O)cc1 (stereo not given)	-1.8	2	-2.2	4	-1.6	0	-2	1	-0.4	-0.2	1
20	Cc1ccc(N=Cc2c(O)c3ccccc3n(C)c2=O)cc1	3.0	-6	10	-5	-0.4	-49	0	-32	-1.4	0.2	2
21	COc1cccc(Nc2nc3cc(OC)ccc3cc2C#N)c1	-0.9	24	-2.7	-66	-2.1	-18	-3	-12	-0.2	-0.7	-3
22	Fc1ccc(NC(=S)N2CCN(c3cccc(C(F)(F)F)c3)CC2)cc1	-3.2	-3	-1.3	1	-1.7	5	-5	2	-1.7	-0.8	2
23	CC(C)CN1CCN(CCCc2ccccc2)C(CCO)C1 (stereo not given)	0.1	-2	2.1	-1	0.4	0	5	-1	-0.1	0.1	-2
24	O=C(Nc1cc2cccc([N+](=O)[O-])c2oc1=O)c1cccs1	-0.1	-4	3.2	2	-0.5	0	3	6	2.3	-0.2	-4
25	O=C(/C=C/c1ccccc1[N+](=O)[O-])c1ccc(F)cc1	2.2	1	0.0	-5	-0.8	-4	-3	1	-0.4	0.8	3
26	O=c1[nH]c(=O)n(C2OC(CO)C(O)C(O)C2O)cc1F (stereo not given)	3.4	-6	-0.4	-1	-0.9	7	1	4	nt	-0.6	3
27	O=C(NCc1ccco1)c1cc([N+](=O)[O-])ccc1N1CCOCC1	1.3	-3	1.5	3	-1.7	-4	-3	5	1.3	-0.4	7
28	O=C(Nc1ccncc1)c1ccc(N2CCCC2=O)cc1	-1.2	-4	-1.6	-1	-1.6	0	3	-2	-1.0	-2.0	0
29	O=C(NCC1CCCO1)C(C(=O)c1ccccc1)n1cc(Cl)ccc1=O (stereo not given)	-0.4	1	-1.1	0	-1.7	2	0	-2	2.8	-0.2	-2
30	O=C(NCCN1CCOCC1)c1cc(-c2ccc(Cl)s2)nc2ccccc12	-1.0	0	0.2	-141	-1.1	-167	-2	-107	0.3	-0.4	0
31	O=C1NC(=O)C(c2ccccc2)(c2ccc(Cl)cc2Cl)N1 (stereo not given)	2.6	8	0.7	-4	-1.3	3	5	1	-0.3	1.2	6
32	COc1cc2cc(CN(CCN3CCOCC3)C(=O)Nc3ccc(F)cc3)c(=O)[nH]c2cc1OC	-1.4	4	-4.1	-122	-0.8	-134	-1	-93	0.6	-1.0	2
33	Cc1nc(SCC(=O)NC(C)(C)C)c2c(-c3cccs3)csc2n1	-0.2	3	1.1	0	-1.5	-3	0	-4	-1.2	-0.1	-3
34	CCn1cc(CNC(=O)c2cc(COc3ccc(F)cc3Cl)on2)cn1	-2.6	4	-4.0	1	-2.2	4	-4	2	-2.7	-0.8	-3
35	O=C(NCCS(=O)(=O)N1CCN(c2cccc(Cl)c2)CC1)C1CC1	-1.2	-4	-0.4	2	-1.4	-2	-2	0	-0.2	0.6	-4
36	CC(=O)CCS(=O)(=O)c1ccc(Oc2ccc(S(=O)(=O)CCC(C)=O)cc2)cc1	-0.9	-3	0.6	-2	-1.1	4	0	0	0.6	0.9	0
37	CC(=O)c1ccc(N2CCN(C(=O)c3cc(-c4ccncc4)nc4ccc(Br)cc34)CC2)cc1	-0.1	8	1.8	-4	-0.2	-7	-1	3	-0.3	-0.8	-4
38	Cc1[nH]c(=O)c(C#N)c(C)c1CCC(=O)NCc1ccc(Cl)cc1	-0.1	-1	1.0	-8	-1.1	-3	2	-1	-0.5	0.9	-1
39	CC(C)C(=O)Nc1ccc(C(=O)NNC(=O)NC2CCCCC2)cc1	-0.2	0	-1.6	2	-1.2	3	-4	2	-1.5	0.2	-6
40	O=C(CN1CCCCCC1)Nc1ccc(F)c(F)c1F	-1.0	5	0.6	5	-0.9	5	-4	8	0.4	0.5	1
41	O=C(CNC(=O)c1cccc(N2C(=O)c3ccccc3C2=O)c1)Nc1ccc(F)c(F)c1	2.1	1	1.2	-5	-0.7	-21	-3	-8	1.0	1.0	1
42	C[C@@]12CCC3[C@@](CC[C@@H]4[C@](C)(C(=O)O)CCC[C@@]34C)(C[C@H]1O)C2 (stereo not given in full)	0.6	-3	2.1	-7	-0.9	-5	-3	-1	1.9	0.6	0
43	Cc1ccccc1NC1(C#N)C(=O)Nc2ccccc21 (stereo not given)	1.5	1	2.1	-6	-0.1	-3	-1	-3	-0.3	0.8	-3
44	CC1(c2ccc3ccccc3c2)NC(=O)N(CC(=O)N2CCC(C(N)=O)CC2)C1=O (stereo not given)	1.3	2	2.4	-3	-1.2	0	-1	4	0.5	-0.8	-4
45	O=C(CSc1nc2ccccc2[nH]1)c1cccs1	5.2	-1	10	3	0.3	0	8.3*	0	-0.1	1.7	1
46	CCOC(=O)CC[C@@]1(C(=O)OCC)C[C@@H](CC(=O)NCc2cccc3ccccc23)C(=O)N2CCCC=C21	1.6	1	0.9	1	-1.1	-1	-2	-2	nt	-1.5	1
47	O=C(Nc1cccc2c(=O)[nH][nH]c(=O)c12)c1ccc([N+](=O)[O-])cc1	3.5	-15	2.6	-15	-0.2	-19	1	-18	nt	3.3	-4
48	Cc1noc(C)c1S(=O)(=O)N1CCCC(C(=O)c2cccc(OC(C)C)c2)C1 (stereo not given)	-0.4	0	2.3	1	-2.0	-3	-2	0	0.5	-0.2	0
49	COc1cccc(OCc2cc(C(=O)NCc3cnc4ccccn34)no2)c1	-4.1	-1	-4.5	0	-1.8	-10	-4	-4	-1.5	-1.0	-1
50	Cc1ccc(N2CCN(C(=O)NC3CCCCC3)CC2)c(C)c1	-1.3	2	2.3	-3	-1.5	1	-3	-1	-1.0	-0.1	4
51	O=C(Nc1ccc2c(c1)OCO2)Nc1ccccc1F	2.4	3	19*	-3	0.1	-7	3	1	-0.1	11*	1
52	CN(c1ccccc1)c1nc(N)c([N+](=O)[O-])c(NCc2ccco2)n1	-1.8	5	-3.5	-2	-0.8	-1	0	0	0.7	-0.8	3

One compound at a time (already shown). Screens in order: hcDAF-12 act | NR1D1 modulator | hgDAF12 agonist | ADAM17 inh | ssDAF12 agonist | PLCb3 inh | SMARCA2 activ | PLC-gamma1 inh | DAX1 inh-1 | DAX1 inh-2 | MBD2 DNA inh
Shown for `Cc1cc(-c2ccc(C(C)C)c(S(=O)(=O)N3CCC(C)CC3)c2)on1` → -1.6 | -1 | 1.2 | 2 | -1.5 | -11 | -2 | -4 | 0.4 | -0.1 | 0
Shown for `CC(C)CN1CCN(CCCc2ccccc2)C(CCO)C1` (stereo not given) → 0.1 | -2 | 2.1 | -1 | 0.4 | 0 | 5 | -1 | -0.1 | 0.1 | -2
Shown for `CC(C)CC(=O)N(Cc1ccc(F)cc1)C1CCS(=O)(=O)C1` (stereo not given) → -0.5 | 4 | 0.1 | -2 | -1.3 | -1 | 2 | -2 | 2.3 | -0.3 | -2
Shown for `O=c1[nH]c(=O)n(C2OC(CO)C(O)C(O)C2O)cc1F` (stereo not given) → 3.4 | -6 | -0.4 | -1 | -0.9 | 7 | 1 | 4 | nt | -0.6 | 3

Compounds above that contain a furan ring, fused or not (three):
no.	compound	hcDAF-12 act	NR1D1 modulator	hgDAF12 agonist	ADAM17 inh	ssDAF12 agonist	PLCb3 inh	SMARCA2 activ	PLC-gamma1 inh	DAX1 inh-1	DAX1 inh-2	MBD2 DNA inh
3	CC(NC(=O)/C(=C\c1ccco1)NC(=O)c1ccccc1Br)C(=O)O (stereo not given)	0.5	5	-0.4	-2	-0.8	-3	1	-4	-1.1	-0.2	-3
27	O=C(NCc1ccco1)c1cc([N+](=O)[O-])ccc1N1CCOCC1	1.3	-3	1.5	3	-1.7	-4	-3	5	1.3	-0.4	7
52	CN(c1ccccc1)c1nc(N)c([N+](=O)[O-])c(NCc2ccco2)n1	-1.8	5	-3.5	-2	-0.8	-1	0	0	0.7	-0.8	3
